Assay outcomes deposited in PubChem BioAssay by several laboratories.
S1P3 antagonist: S1P3 receptor antagonists, primary screen, cell-based | Sphingosine 1-phosphate receptor 3 (Homo sapiens), Q99500 | CHO S1P3 NFAT-BLA reporter, FRET fluorescence, antagonist mode | inhibition, % at 4.98 µM | 170,000 tested, 0.27% active;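 active means inhibition above the plate cutoff, the mean inhibition of test wells on that plate plus 3 SD, cut at about 28% in these data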;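 further: cells challenged with S1P at its EC80 of 0.8 µM; blue over green emission ratio from cleaved BLA substrate after 4 h stimulation; 0% = S1P-stimulated wells and 100% = unstimulated DMSO-only wells; some compounds past the cut are filed as inactive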
L major viab: Leishmania major promastigote growth inhibition, primary screen; Leishmania major promastigotes, resazurin fluorescence viability; inhibition, % at 10 µM; 200,000 tested, 9% active; AID 1063, 2008; in the data active means inhibition above about 50%;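 further: promastigotes grown with compound for 44 hours at 28 °C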
TNAP inh hiacc: human TNAP enzyme inhibitors, primary screen, biochemical, luminescent, high phosphate acceptor level, uHTS. purified TNAP, CDP-star luminescence, 1 M DEA. inhibition, % at 20 µM. 200,000 tested, 0.03% active. AID 1135, 2008;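 active means over 50% inhibition of tissue-nonspecific alkaline phosphatase at 20 µM in the single-dose screen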;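 further: plate controls were DMSO wells for no effect and EDTA-quenched wells as full inhibition for full effect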
Target sequence (P05186 whole entry, looked up): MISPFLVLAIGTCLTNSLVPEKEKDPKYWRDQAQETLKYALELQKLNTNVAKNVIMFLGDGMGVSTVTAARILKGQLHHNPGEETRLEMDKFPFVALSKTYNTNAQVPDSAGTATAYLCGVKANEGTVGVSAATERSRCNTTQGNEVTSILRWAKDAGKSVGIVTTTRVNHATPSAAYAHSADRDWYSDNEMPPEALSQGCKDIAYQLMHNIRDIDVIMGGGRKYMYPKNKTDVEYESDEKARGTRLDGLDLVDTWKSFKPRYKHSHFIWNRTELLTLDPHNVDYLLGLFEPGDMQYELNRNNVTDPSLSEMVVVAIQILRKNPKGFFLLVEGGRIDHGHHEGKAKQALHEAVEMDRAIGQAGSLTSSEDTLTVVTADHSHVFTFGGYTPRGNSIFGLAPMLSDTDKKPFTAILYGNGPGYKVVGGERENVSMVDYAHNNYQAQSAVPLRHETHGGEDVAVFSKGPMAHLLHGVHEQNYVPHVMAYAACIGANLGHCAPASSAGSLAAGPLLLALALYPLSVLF
TNAP inh noacc: human TNAP enzyme inhibitors, primary screen, biochemical, luminescent, no phosphate acceptor, uHTS; Alkaline phosphatase, tissue-nonspecific isozyme (Homo sapiens), P05186; 200,000 tested, 0.26% active; purified TNAP, CDP-star luminescence, 30 min; inhibition, % at 20 µM; AID 1012, 2008;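 active means tissue-nonspecific alkaline phosphatase inhibition above about 50% at 20 µM in the single-dose screen, limit read from the data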;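 further: 0% = DMSO negative control and 100% = EDTA positive control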
Redox H2O2 prof: compounds producing H2O2 with reducing agent – biochemical, NIH compound library profiling, artefact control for MLSCN library redox annotation, primary screen; DTT-dependent redox cycling H2O2, phenol red/HRP absorbance; 100% = 100 µM peroxide control, 0% = buffer; activation, % at 10 µM; 200,000 tested, 0.03% active; AID 878, 2007;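 active means activation of at least 50% relative to the plate's high and low controls in the primary single-dose screen; inactive means activation below 50%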;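 further: compound incubated with DTT at 0.8 mM final as the reducing agent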
PMI act hi M6P: human PMI activators, high substrate, primary screen, biochemical, fluorescence intensity, near-saturating mannose 6-phosphate; activation factor at 20 µM; 190,000 tested, 0.34% active; coupled PMI enzyme assay, resazurin fluorescence, 20 min; stronger effect = higher value; 1 = untreated enzyme, 0 = substrate-free blank;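 active means activation factor of 2 or more at 20 µM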
Target sequence (P34949 whole entry, looked up): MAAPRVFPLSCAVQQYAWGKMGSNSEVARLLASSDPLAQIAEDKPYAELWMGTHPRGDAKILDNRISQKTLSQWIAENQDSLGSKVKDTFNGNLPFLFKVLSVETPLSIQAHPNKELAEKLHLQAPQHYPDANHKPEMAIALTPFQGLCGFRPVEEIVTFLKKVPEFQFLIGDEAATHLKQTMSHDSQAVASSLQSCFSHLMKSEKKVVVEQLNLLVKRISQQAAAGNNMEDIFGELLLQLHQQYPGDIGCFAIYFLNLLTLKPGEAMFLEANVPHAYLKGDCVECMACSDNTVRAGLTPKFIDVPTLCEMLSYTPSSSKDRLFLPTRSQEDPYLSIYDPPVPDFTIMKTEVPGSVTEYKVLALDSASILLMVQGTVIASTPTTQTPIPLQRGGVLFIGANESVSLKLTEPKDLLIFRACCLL
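Test system: human phosphomannose isomerase with PGI, G6PDH, diaphorase coupling enzymes; Amount: PMI at 15 ng/mL final; Reagent: Mannose-6-phosphate 1.0 mM (near-saturating) plus 0.22 mM NADP+; Timing: 20 min, room temperature; Technique: resorufin fluorescence at Ex 544/Em 590 nm; Dosing: 20 µM single dose.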
RAM inhibit: inhibitors of the yeast RAM network, primary screen, dse1pr::URA3 reporter, 5-FOA selection; S. cerevisiae dse1pr::URA3 reporter, 5-FOA growth OD615, 2 d; analog-sensitive cbk1-as2 kinase mutant strain; inhibition, % at 50 µM; 190,000 tested, 1.8% active; AID 868, 2007;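 active means inhibition above a set limit, 3 SD over mean compound inhibition, cut at about 8.4% in these data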;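 further: 0% = DMSO-only wells with no growth and 100% = 10 µM 1-NA-PP1 full growth; inhibition rescues growth on 5-FOA so higher OD means more RAM inhibition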
Hsp70 act: Hsp70 transcriptional activators, primary screen, cell-based, HeLa, Hsp70 promoter luciferase, luminescence, 10 µM; HeLa Hsp70 promoter luciferase reporter; scaled: vehicle 0, proteasome-inhibitor control 100%; 200,000 tested, 0.04% active; activation, % at 10 µM;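 active means activation above the mean across all tested compounds plus 3 SD, cutoff set per campaign, cut at about 5.5% in these data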;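 further: 100% = MG132 at 30 µM as the positive control and 0% = DMSO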
PMI act: activators of human PMI, primary screen, biochemical, fluorescence intensity, near-Km mannose 6-phosphate | 190,000 tested, 0.005% active | AID 1214, 2008 | activation factor at 20 µM | Mannose-6-phosphate isomerase (Homo sapiens), P34949 | purified human PMI, coupled resazurin fluorescence, 20 min; stronger effect = higher value; 1 = vehicle control, 0 substrate-free wells;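 active means activation factor of 2 or more at 20 µM, relative to plate controls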
Efa HMGR inh: inhibitors of E. faecalis class II HMGR, primary screen, biochemical, Enterococcus faecalis; HMG-CoA reductase (Enterococcus faecalis, mvaE); purified E. faecalis HMGR, NADPH absorbance 340 nm kinetic; inhibition, % at 10 µM; 190,000 tested, 0.41% active; AID 1066, 2008;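 active means inhibition above a set limit, the median over all tested compounds plus 3 SD, cut at about 9.5% in these data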;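 further: enzyme runs in reverse so mevalonate oxidation gives rising NADPH absorbance; 0% = complete reaction with DMSO and 100% = background rate lacking mevalonate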
* = called active by the depositor; x = no result given; & = joins results of further samples.

SMILES	S1P3 antagonist	L major viab	TNAP inh hiacc	TNAP inh noacc	Redox H2O2 prof	PMI act hi M6P	RAM inhibit	Hsp70 act	PMI act	Efa HMGR inh
CCOC(=O)N1CCN(S(=O)(=O)c2cc3c(cc2C)NC(=O)CO3)CC1	-2	-6	-5	-12	0.8	1.1	0.1	-0.3	1.1	0
CC(=O)c1c(N2CCOCC2)nc(=S)n(Cc2ccccc2)c1C	19	-1	-7	-11	-9.1	1	-1.1	-0.3	1	1
COc1ccccc1OCc1cc(-c2ccccc2)no1	10	-1	0	-6	-1.7	0.9	2.1	0.1	0.9	-10
C=CCNC(=O)c1ccc2nccnc2c1	x	0	1	-6	1.3	0.7	2.4	0.2	0.9	-8
Cc1ccc(NC(=O)CN2CCc3ccccc3C2)cc1S(=O)(=O)N(C)C	-4	-2	-5	-12	-1.5	1	-1.1	0.0	0.9	-2
CCSc1nc(C2CC2)cc(-c2ccco2)c1C#N	x	-4	-3	1	0.5	1	10*	-0.1	1	-9
O=C(Nc1ccc2c(c1)OCCO2)c1cc2sccc2n1Cc1ccc(F)cc1	x	97*	-5	-7	-3.2	0.8	5.7	-0.1	0.8	-1
Cc1ccc(C(=O)NNC(=O)CSc2nnc3c(n2)[nH]c2ccc(C)cc23)cc1	x	-4	-2	-5	-1.8	1.1	2.2	-0.6	1	-4
CCN(CC(=O)Nc1ccc(Cl)c(S(=O)(=O)N(C)C)c1)CC(=O)NC(C)C	-3	-3	0	-3	0.3	0.9	-0.1	-0.1	0.9	0
Cc1ccccc1-n1cnnc1SCC(=O)N1CCN(c2ccccc2)CC1	x	2	-4	-4	-0.5	1	-1.3	0.7	0.9	0
CCN(CC)S(=O)(=O)c1cccc(C(=O)N/N=C/c2ccc(O)c(O)c2O)c1	1	25	19	-12	-0.4	0.4	1.4	-0.4	0.2	-2
Cc1ccc(-c2nnn(Cc3nc4ccccc4s3)n2)cc1	-18	-5	-6	-8	-0.6	0.9	0.0	-0.2	0.8	2
COc1ccc(/C=C/C(=O)c2ccc(NC3=NCCCS3)cc2)cc1OC	-8	100*	1	3	-0.2	0.9	0.8	0.0	1	10*
CCC(=O)N1CCN(c2ccc(OC)cc2[N+](=O)[O-])CC1	x	-2	5	-4	-0.9	0.8	0.8	-0.2	0.9	-3
CCc1cc2c(=O)n(CC(C)C)cnc2s1	-3	-5	-6	-6	-0.1	1.1	0.0	0.4	1	1
O=C(Nc1ccccc1)c1ccc(-c2ccc(Br)cc2)o1	x	26	0	-7	0.7	0.9	2.7	-0.1	0.8	2
CC(C)NC(=O)/C(C#N)=C\c1ccc(N(C)C)o1	-14	4	29	27	-0.2	0.8	-0.4	0.1	0.8	-2
CCOc1ccc(-n2nc3c(Cl)nnc(C)c3c2C)cc1	-12	1	0	-4	0.1	1	0.3	-0.3	1	2
CC(=O)c1ccc(Oc2cc(C)nc(-n3nc(C)cc3C)n2)cc1	-7	24	-4	-11	2.7	1	1.2	-0.1	1	-8
CCCCOc1ccc(-c2c(C(=O)Nc3ccccc3)c(C)[nH]c(=S)c2C#N)cc1	2	-3	-7	-6	0.5	0.9	4.6	0.1	0.9	-2
Cc1ccc(NC(=O)CSc2nnc(-c3ccco3)o2)cc1	-8	-1	-5	-19	-0.9	1	2.7	-0.1	1	4
CCOC(=O)C1=C(CN2CCCCC2)NC(=O)NC1c1cc(C)ccc1C (stereo unspecified)	x	17	-11	2	0.1	1.1	0.0	-0.3	1.1	-8
CC1=CC(C)(C)Nc2cc(C)c(C)cc21	14	16	0	-4	-0.8	0.4	2.6	0.1	0.7	2
CCOC(=O)C1CCN(C(=O)c2ccccc2NC(=O)c2ccc(Br)cc2)CC1	-1	50	-3	-6	x	1	0.5	-0.1	0.9	3
Cc1ccc(S(=O)(=O)Nc2ccc(Cl)cc2C(=O)c2ccccc2)cc1	-7	5	3	0	0.6	0.9	6.8	-0.4	0.9	-5
CCOC(=O)C1(CCOc2ccccc2)CCN(Cc2ccc3c(c2)OCCO3)CC1	-3	86*	-6	-6	-1.6	0.9	-1.0	-0.3	0.9	-5
Cn1c(SCC(=O)Nc2ccccc2-c2ccccc2)nnc1-c1ccco1	-20	24	-5	-12	-0.3	0.9	1.8	-0.1	0.9	-3
Cc1oc(-c2cc3c(cc2Cl)OCO3)nc1CN1CCCC(C(=O)N2CCOCC2)C1 (stereo unspecified)	-4	14	-5	-5	0.2	0.9	-0.5	-0.1	1	-1
Cc1ccc(CN=C(N)Nc2nc(C)cc(C)n2)cc1	-5	35	-6	-13	0.2	0.9	1.7	0.2	1	1
COc1cccc(C(=O)Nc2c3c(nn2-c2cccc(C)c2C)CS(=O)(=O)C3)c1OC	x	7	-7	-6	0.1	0.8	-0.1	-0.2	0.8	-2
CN1CCCN(CC(O)COCc2cccs2)CC1 (stereo unspecified)	-2	2	-5	-17	-2.9	0.9	-0.5	-0.2	1	-4
O=C1c2ccccc2N2C(=O)c3ccccc3[C@H]2N1c1ccccc1	x	5	-7	-13	0.1	1.1	2.1	-0.1	1	0
CCOC(=O)c1c(-c2cccs2)csc1NC(=O)C(C)(C)C	x	7	-8	-10	0.0	1	8.6*	-0.4	1	1
OCCC1CN(Cc2c(F)cccc2Cl)CCN1C1CCCC1 (stereo unspecified)	9	0	1	-3	-1.3	1.1	2.3	-0.2	1	-3
COC(=O)c1ccc(OC(=O)c2ccc(OC)cc2)c(OC)c1	-4	-1	-3	-9	-1.2	0.9	-0.4	-0.4	0.9	-8
CCCN1C(=O)CC(C(=O)OC)=C1C	x	-5	-3	-4	0.0	0.9	-0.1	-0.5	0.8	-3
Cc1cc(=O)[nH]c(SCC(=O)Nc2nnc(CC(C)C)s2)n1	23	-8	-4	-11	3.8	1	0.5	0.9	1	-3
O=C(O)Cn1c(O)c(C=Nc2ccccc2)sc1=S	-28	-3&4	5&6	4&-2	0.9&0.2	1&0.9	0.0&2.0	0.1&-0.3	1&0.9	0&1
COc1cccc(CSc2nnc(-c3ccc(F)cc3)o2)c1	-56	-4	-3	-8	2.0	1	3.1	-0.1	0.8	-2
CC(C)Cn1c(N)c(C(=O)COC(=O)c2cccc(F)c2)c(=O)n(C)c1=O	5	-7	1	-3	0.4	1	0.4	0.2	1	-7
c1ccc(-c2nc(N3CCNCC3)nc3ccccc23)cc1	x	100*	-5	-7	0.4	1	0.2	-0.1	0.9	-1
Cn1c(O)c(C2=c3ccccc3=NC2=O)sc1=Nc1ccc(Cl)cc1	x	16	10	2	1.1	0.9	3.4	-0.1	0.9	-5
Cn1c(=O)c(=O)n(C)c2cc(S(=O)(=O)N3CCOCC3)ccc21	21	-4	-2	-4	-1.9	0.9	2.0	-0.2	1	2
Cc1cccc(CN2CCN(Cc3ccc(-n4cccn4)cc3)CC2CCO)n1 (stereo unspecified)	-3	7	-7	-12	-1.6	1	3.4	-0.4	1	-3
Cn1cccc1-c1nc2ccccc2n1C	-6	7	0	-9	-1.1	1	4.0	-0.1	1	1
Cc1nc2ccc(NS(=O)(=O)c3ccc(F)cc3)cc2s1	-1	0	-4	-16	-0.4	0.9	0.4	-0.4	1	5
COCCNS(=O)(=O)c1ccc2c(c1)C(=O)c1cc(S(=O)(=O)NCCOC)ccc1-2	x	3	-10	-13	0.2	0.9	4.6	-0.3	0.9	2
COc1ccc(/C=N\NC(=O)c2nn(C)cc2Cl)cc1CN1CCOCC1	-9	-1	-4	-9	-0.2	1	0.3	0.0	1	3
COc1ccc(C2=NN3C(=O)c4c(ccc(OC)c4OC)C3C2)cc1 (stereo unspecified)	x	60*	-4	4	2.0	1	-0.3	-0.1	0.9	4
COc1ccc(NC(=O)c2ccc(-n3nc(C)c[n+]3[O-])cc2)cc1	-2	-8	3	-3	-1.3	1	1.1	0.2	0.9	6
Cc1ccc(CCNC(=O)C2CCN(S(=O)(=O)N3CCCC3)CC2)cc1	x	-3	1	-3	0.6	0.9	0.8	-0.1	0.9	1
CC(=O)Nc1coc2ccc(Br)cc12	-1	-11	-4	-9	0.1	1	0.0	-0.1	1.1	-1
Cc1cc(C)nc(Sc2c(C)n[nH]c2C)n1	7	-6	-4	-7	3.3	1	2.6	-0.4	1	5
O=C(Nc1ccccc1)/C(=C/c1ccccc1)NC(=O)c1ccco1	-16	-11	-2	-9	-3.5	1	1.5	-0.4	1.1	2
COc1ccc(S(=O)(=O)CCc2nnc(NC(C)=O)s2)cc1	-4	0	-6	-12	-1.8	0.9	0.8	0.2	1	2
CCCCn1c(SCC(=O)NC2CCS(=O)(=O)C2)nc2cc(S(N)(=O)=O)ccc21 (stereo unspecified)	-8	-4	0	-7	-1.4	1	0.6	-0.2	1.1	1
Cc1[nH]nc2oc(=O)c(CCO)c(C)c12	x	-5	-5	-7	0.0	1	3.0	-0.3	1	-4
Cc1ccc(C)c(SCC(=O)c2ccc[nH]2)c1	11	22	-6	-6	-2.7	1.1	1.1	-0.2	1.1	-4
CC(=O)N1CSCC1C(=O)O (stereo unspecified)	-14	-7	-2	-12	-1.1	1	1.3	0.5	1	-2
C=CCC1(C)C(=O)N(c2ccccc2)c2ccccc21 (stereo unspecified)	-14	3	-4	-11	-0.4	1	-0.8	-0.4	1	-4

(more compounds)
SMILES	S1P3 antagonist	L major viab	TNAP inh hiacc	TNAP inh noacc	Redox H2O2 prof	PMI act hi M6P	RAM inhibit	Hsp70 act	PMI act	Efa HMGR inh
COc1ccc(-c2cc(=O)oc3cc(OCc4nn[nH]n4)ccc23)cc1	3	-3	-2	-6	0.2	1	3.1	0.0	1	-2
C=CCNc1sc(C(=O)c2ccccc2)c(N)c1C#N	x	9	-5	2	1.7	1	0.9	-0.3	1.1	0
Nc1ccc(-c2cc(-c3cccc(N)c3)nc(-c3ccccc3)n2)cc1	10	-2	-3	-11	1.5	1	3.7	-0.5	1	-4
COc1cc(C2NC(=O)NC(c3ccccc3)=C2C(C)=O)c(Cl)cc1OCC(=O)O (stereo unspecified)	-2	-4	-2	-4	-1.7	1.2	0.1	-0.2	1.2	-9
CCOc1ccc(NC(=O)CCN2CCN(c3ccccc3F)CC2)cc1	x	-4	0	-10	-0.4	1	0.5	-0.5	1	-1
CCNC(=O)C(=O)Nc1ccc([N+](=O)[O-])cc1	-8	-2	0	3	-0.1	1	2.5	-0.2	1	-14
CCc1c(O)cc2n(c1=O)-c1ccc(Cl)cc1C2(C)C	x	71*	1	-5	0.4	1	0.7	-0.1	1	-3
